Compound activity: PubChem, several laboratories
Rev-erbA mod = modulators of Rev-erb alpha DNA binding, primary screen, biochemical, FITC-DNA, fluorescence polarization, uHTS; AID 1259318, 2017; Rev-erbα–FITC-DNA binding, 90 min; 370,000 tested, 0.79% active; activity, % at 10 µM; Nuclear receptor subfamily 1 group D member 1 (Homo sapiens), P20393;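 active means activity above about 14%, limit read from the data; passing the limit was not always enough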;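 further: 0% = DMSO wells with 35 nM protein and 100% = DMSO wells with 750 nM protein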
sPLA2-III inh = human group III sPLA2 inhibitors, primary screen, biochemical, QFRET, BODIPY PC-A2 liposome substrate; AID 743126, 2013; inhibition, % at 12.2 µM; 370,000 tested, 0.56% active; QFRET BODIPY PC-A2 liposome hydrolysis, fluorescence;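 active means inhibition above mean plus 3 SD of compounds lying within the high and low control bounds, cut at about 19% in these data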;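 further: 0% = median of test compound wells and 100% = no enzyme DMSO wells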
Target sequence (Q9NZ20 whole entry, looked up): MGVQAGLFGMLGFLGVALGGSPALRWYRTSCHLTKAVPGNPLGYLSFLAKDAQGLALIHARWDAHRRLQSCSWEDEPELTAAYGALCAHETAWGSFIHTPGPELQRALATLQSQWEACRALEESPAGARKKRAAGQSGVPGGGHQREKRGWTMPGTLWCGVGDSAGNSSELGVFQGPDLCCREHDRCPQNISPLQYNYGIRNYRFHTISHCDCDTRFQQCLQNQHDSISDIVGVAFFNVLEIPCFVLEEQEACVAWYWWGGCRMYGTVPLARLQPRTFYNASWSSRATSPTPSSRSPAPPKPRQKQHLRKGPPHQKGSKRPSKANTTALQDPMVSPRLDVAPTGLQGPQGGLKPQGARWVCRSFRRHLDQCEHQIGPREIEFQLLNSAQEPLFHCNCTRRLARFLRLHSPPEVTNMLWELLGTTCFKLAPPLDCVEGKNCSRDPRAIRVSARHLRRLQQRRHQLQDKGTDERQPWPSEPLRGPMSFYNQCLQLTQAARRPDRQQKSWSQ
PLCg1 inh = PLC-gamma1 enzyme inhibitors, primary screen, biochemical, fluorescence, purified enzyme; fluorogenic substrate; inhibition, % at 12.2 µM; AID 720700, 2013; 370,000 tested, 0.84% active; 1-phosphatidylinositol 4,5-bisphosphate phosphodiesterase gamma-1 (Homo sapiens), P19174; in the data active means inhibition above about 9.5%
UHRF1 MBD2 ctr = UHRF1 methylated DNA binding inhibitors, primary screen, counter-screen for MBD2 inhibitor project, biochemical, TR-FRET, human UHRF1, single concentration; UHRF1 binding to methylated oligo; AID 687016, 2013; E3 ubiquitin-protein ligase UHRF1 (Homo sapiens), Q96T88; inhibition, % at 4.4 µM; 370,000 tested, 0.75% active; in the data active means inhibition above about 21%;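 further: UHRF1 SRA domain binding a hemimethylated CpG hairpin DNA probe; 0% = median of test compound wells and 100% = reference inhibitor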
ASAP1 GAP inh = inhibitors of human ASAP1 ArfGAP activity, primary screen, biochemical, fluorescence polarization; inhibition, % at 16.5 µM; Arf-GAP with SH3 domain, ANK repeat and PH domain-containing protein 1 (Homo sapiens), …; 360,000 tested, 0.19% active; ASAP1-stimulated ARF1 GTP hydrolysis, GDP FP detection; AID 624377, 2012; in the data active means inhibition above about 25%;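 further: 0% = vehicle with enzyme and substrate and 100% = no enzyme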
Tn7 DDE FP = inhibitors of Tn7 peptide binding to fibrin DD(E), primary screen, biochemical, fluorescence polarization, human fibrin, Tn7 probe; Fibrinogen beta chain (Homo sapiens), P02675; FP displacement of FITC-Tn7 peptide from fibrin DD(E); 0% = median of compound wells per plate; inhibition, % at 8.3 µM; 370,000 tested, 0.13% active; AID 720508, 2013;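 active means inhibition above the mean of compounds falling within the control limits plus 3 SD of them, cut at about 14% in these data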;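 further: 0% = plate median of compound wells and 100% = 10 µM Aha-Tn7 peptide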
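Assay system: Fibrin-DD(E) protein isolated from polymerized human fibrin clots; read-out basis: percent inhibition; medium: Tris/NaCl/CaCl2 buffer, pH 7.8; signal: FP measurement; incubation: 10 min plus 3 h, room temperature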
PLCb3 inh = human PLC-beta3 inhibitors, primary screen, biochemical, fluorescence; Purified PLC-beta3, fluorogenic substrate; inhibition, % at 12.2 µM; 370,000 tested, 0.18% active; AID 720704, 2013; 1-phosphatidylinositol 4,5-bisphosphate phosphodiesterase beta-3 (Homo sapiens), Q01970; in the data active means inhibition above about 11%;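 further: 0% = median of compound wells on plate and 100% = full blocker control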
KLK7 zymogen act = proKLK7 zymogen activators, primary screen, biochemical, fluorescence intensity; 370,000 tested, 0.9% active; activation, % at 7 µM; purified proKLK7, EDANS-DABCYL substrate fluorescence; 100% is mature enzyme control, 0% vehicle;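 active means activation above the mean of all tested compounds plus 3 SD, computed per campaign excluding outliers beyond control limits, cut at about 13% in these data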
Tn6 DDE FP = inhibitors of Tn6 peptide binding to fibrin DD(E), primary screen, biochemical, fluorescence polarization, human fibrin, Tn6 probe; AID 720509, 2013; 370,000 tested, 0.21% active; inhibition, % at 8.3 µM; Fibrin DD(E) TRITC-Tn6 fluorescence polarization displacement;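 active means inhibition above a per-campaign cutoff: mean of compounds within control limits plus 3 SD, cut at about 15% in these data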;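 further: 0% = median of all compound wells on the plate and 100% = blocking peptide control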
ARFGAP1 inhibitor = inhibitors of rat ARFGAP1 GAP activity, primary screen, biochemical, fluorescence polarization, GDP tracer; ADP-ribosylation factor GTPase-activating protein 1 (Rattus norvegicus), Q62848; Arfgap1-stimulated ARF1 GTP hydrolysis, GDP FP detection; inhibition, % at 16.5 µM; 360,000 tested, 0.26% active; AID 651572, 2012;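 active means inhibition above a per-plate limit, mean inhibition of low control wells plus 3 SD, cut at about 25% in these data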;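 further: 0% = DMSO wells with enzyme and 100% = wells lacking Arfgap1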
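Assay system: Rat Arfgap1 GAP domain (His6, aa 1-136), purified enzyme | Buffer or medium: HEPES 25 mM pH 7.5, NaCl 150 mM, MgCl2, DTT | Schedule: GTP hydrolysis reaction 2 h at 25 °C | Signal: FP of antibody-bound GDP Alexa 633 tracer, ex 620/em 688 nm | Measure: Percent inhibition of Arfgap1-stimulated GTP hydrolysis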
Numbers without * were called inactive. Compounds as they come; 4.5% or so of the library scored in one or more.

`NS(=O)(=O)c1ccc2nc(NC(=O)c3ccncc3)sc2c1` gave Rev-erbA mod 0, sPLA2-III inh 6, PLCg1 inh -3, UHRF1 MBD2 ctr -1, ASAP1 GAP inh -6, Tn7 DDE FP 7, PLCb3 inh -4, KLK7 zymogen act -0.6, Tn6 DDE FP -2 and ARFGAP1 inhibitor -4.
Screening Nc1ccc(C#Cc2c(-c3ccsc3)oc3ccc(N4CCOCC4)cc23)cc1 returned Rev-erbA mod 4, sPLA2-III inh 19, PLCg1 inh inactive, UHRF1 MBD2 ctr 2, ASAP1 GAP inh 12, Tn7 DDE FP 0, PLCb3 inh inactive, KLK7 zymogen act -26, Tn6 DDE FP -4 and ARFGAP1 inhibitor 11.
`Cc1ccc2c(c1)c1c(n2CC(O)CN2CCCCC2C)CCCC1` (centres undefined) gave Rev-erbA mod -4, sPLA2-III inh -13, PLCg1 inh 0, UHRF1 MBD2 ctr -1, ASAP1 GAP inh -2, Tn7 DDE FP -6, PLCb3 inh -6, KLK7 zymogen act 0.6, Tn6 DDE FP -2 and ARFGAP1 inhibitor 2.
`CCOC(=O)c1cc(C(=O)c2cc(F)ccc2O)coc1=N` gave Rev-erbA mod -2, sPLA2-III inh 3, PLCg1 inh -14, UHRF1 MBD2 ctr 4, ASAP1 GAP inh 5, Tn7 DDE FP 11, PLCb3 inh -19, KLK7 zymogen act -2.5, Tn6 DDE FP -7 and ARFGAP1 inhibitor 5.
Cc1nc(COc2cccc(Cl)c2)sc1C(=O)/C=C/N(C)C was read as Rev-erbA mod -1, sPLA2-III inh 1, PLCg1 inh 0, UHRF1 MBD2 ctr -1, ASAP1 GAP inh -11, Tn7 DDE FP 11, PLCb3 inh -7, KLK7 zymogen act -0.3, Tn6 DDE FP -2 and ARFGAP1 inhibitor 2.
`O=C(O)C1CCCN1S(=O)(=O)c1ccc(Br)s1` (centres undefined) (tested in a mixture with another compound) gave Rev-erbA mod 3, sPLA2-III inh 13, PLCg1 inh 8, UHRF1 MBD2 ctr -2, ASAP1 GAP inh -22, Tn7 DDE FP -1, PLCb3 inh 6, KLK7 zymogen act -0.5, Tn6 DDE FP -5 and ARFGAP1 inhibitor 2.
For Cc1ccc(S(=O)(=O)n2nc(OC(=O)c3cccs3)cc2N)cc1 the results were Rev-erbA mod 6, sPLA2-III inh 0, PLCg1 inh 2, UHRF1 MBD2 ctr 3, ASAP1 GAP inh -3, Tn7 DDE FP -2, PLCb3 inh -3, KLK7 zymogen act -0.8, Tn6 DDE FP 5 and ARFGAP1 inhibitor 2.

3 structures out of the list, ordered by molecular weight, falling:
Screening Nc1ccc(C#Cc2c(-c3ccsc3)oc3ccc(N4CCOCC4)cc23)cc1 returned Rev-erbA mod 4, sPLA2-III inh 19, PLCg1 inh inactive, UHRF1 MBD2 ctr 2, ASAP1 GAP inh 12, Tn7 DDE FP 0, PLCb3 inh inactive, KLK7 zymogen act -26, Tn6 DDE FP -4 and ARFGAP1 inhibitor 11.
`Cc1ccc2c(c1)c1c(n2CC(O)CN2CCCCC2C)CCCC1` (centres undefined) gave Rev-erbA mod -4, sPLA2-III inh -13, PLCg1 inh 0, UHRF1 MBD2 ctr -1, ASAP1 GAP inh -2, Tn7 DDE FP -6, PLCb3 inh -6, KLK7 zymogen act 0.6, Tn6 DDE FP -2 and ARFGAP1 inhibitor 2.
`O=C(O)C1CCCN1S(=O)(=O)c1ccc(Br)s1` (centres undefined) (tested in a mixture with another compound) gave Rev-erbA mod 3, sPLA2-III inh 13, PLCg1 inh 8, UHRF1 MBD2 ctr -2, ASAP1 GAP inh -22, Tn7 DDE FP -1, PLCb3 inh 6, KLK7 zymogen act -0.5, Tn6 DDE FP -5 and ARFGAP1 inhibitor 2.
